MsrA inh = inhibits bovine methionine sulfoxide reductase A. purified bovine MsrA, absorbance read-out. 0.75% of 360,000 active. inhibition, % at 15.5 µM. AID 651718; in the data active = inhibition above about 4.5%;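 note: 0% = vehicle wells with enzyme and 100% = reference inhibitor wells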
Scp1 inh = blocks human Scp-1 phosphatase activity; Recombinant Scp1, phosphopeptide, malachite green phosphate absorbance; inhibition, % at 20 µM; 0.88% of 340,000 active;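 active = inhibition above about 50% at 20 µM, limit read from the data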;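 note: plate controls were DMSO wells with enzyme for no effect and wells lacking enzyme for full effect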
Target sequence (Q9GZU7 76-261 limits assumed): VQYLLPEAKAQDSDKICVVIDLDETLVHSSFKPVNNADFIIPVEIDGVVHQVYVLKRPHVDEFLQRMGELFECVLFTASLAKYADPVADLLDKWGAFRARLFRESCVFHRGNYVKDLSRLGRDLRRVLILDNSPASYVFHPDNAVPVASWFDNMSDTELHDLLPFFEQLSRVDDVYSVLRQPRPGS
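Material – SCP-1 phosphatase catalytic domain, residues 76-261 · Buffer or medium – Acidic Tris acetate buffer with magnesium and detergent · Also added – Phospho 17-mer peptide substrate · Compound – single 20 µM dose, 1% DMSO · Times – 45 min room-temperature reaction, 5 min colour, 30 min stabiliser · Technique – Phosphate-binding colour reagent, absorbance read at 630 nm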
STEP inh = blocks human striatal-enriched tyrosine phosphatase. inhibition, % at 20 µM. AID 588621. 0.25% of 360,000 active. P54829. recombinant STEP, OMFP fluorogenic substrate, fluorescence;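 active = inhibition at 20 µM, scaled per plate between control wells, above about 37%, limit read from the data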;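 note: 0% = DMSO with enzyme and substrate and 100% = substrate only without enzyme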
Target sequence (P54829 whole entry, looked up): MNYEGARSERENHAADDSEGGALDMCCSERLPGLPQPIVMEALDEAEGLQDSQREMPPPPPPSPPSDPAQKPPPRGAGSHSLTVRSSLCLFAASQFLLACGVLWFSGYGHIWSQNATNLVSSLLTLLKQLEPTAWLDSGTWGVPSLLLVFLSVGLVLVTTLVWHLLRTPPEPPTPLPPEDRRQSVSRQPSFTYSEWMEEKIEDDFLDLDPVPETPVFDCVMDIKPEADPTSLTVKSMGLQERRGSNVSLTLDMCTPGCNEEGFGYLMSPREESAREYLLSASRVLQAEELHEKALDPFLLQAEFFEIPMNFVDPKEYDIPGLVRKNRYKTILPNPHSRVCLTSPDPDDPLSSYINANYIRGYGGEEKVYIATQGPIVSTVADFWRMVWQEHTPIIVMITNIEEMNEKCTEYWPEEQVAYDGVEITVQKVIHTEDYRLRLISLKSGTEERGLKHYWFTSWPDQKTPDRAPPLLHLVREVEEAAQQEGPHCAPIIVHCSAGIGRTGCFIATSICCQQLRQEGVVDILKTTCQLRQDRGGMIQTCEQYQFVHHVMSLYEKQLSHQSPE
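material = STEP tyrosine phosphatase | reagent = fluorogenic phosphatase substrate OMFP at 25 µM final | doses = single compound dose of 20 µM, 1% DMSO final | schedule = 20 min reaction, room temperature, in the dark | measured by = fluorescence, 480/540 nm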
Tb MetRS inh = Trypanosoma brucei MetRS inhibition; inhibition, % at 11.9 µM; 0.4% of 360,000 active; purified T. brucei MetRS, ATP depletion, Kinase-Glo luminescence; AID 624268;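 active = inhibition above a per-plate cutoff of the control wells' mean inhibition plus 3 SD, cut at about 5.5% in these data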;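 note: 0% = DMSO wells median and 100% = median of wells with control inhibitor compound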
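technique = Kinase-Glo luminescence, ATP depletion format | system = purified MetRS (methionyl-tRNA synthetase) enzyme from Trypanosoma brucei | timing = 15 min preincubation, 2 h reaction, all 25 °C | evaluation = percent inhibition versus plate control medians | dosing = single dose, 11.9 µM final nominal, 0.9% final DMSO | also added = substrates ATP, L-methionine and bulk Escherichia coli tRNA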
eLon inh = inhibitors of E. coli Lon protease. P0A9M0. purified E. coli Lon protease, fluorescence polarization. inhibition, % at 7.94 µM. 0.42% of 360,000 active; in the data active = inhibition above about 13%, passing the limit was not always enough;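 note: 0% = enzyme with probe and DMSO and 100% = no enzyme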
LMPTP block = LMPTP (human) inhibition; recombinant LMPTP-A, OMFP fluorogenic substrate, fluorescence intensity; 0.22% of 360,000 active; AID 651560; inhibition, % at 20 µM;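 active = compounds that cut the enzyme signal by at least half of the control window in the single-dose screen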;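 note: plate controls were DMSO wells with enzyme plus substrate for no effect and substrate without enzyme for full effect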
Target sequence (P24666 whole entry, looked up): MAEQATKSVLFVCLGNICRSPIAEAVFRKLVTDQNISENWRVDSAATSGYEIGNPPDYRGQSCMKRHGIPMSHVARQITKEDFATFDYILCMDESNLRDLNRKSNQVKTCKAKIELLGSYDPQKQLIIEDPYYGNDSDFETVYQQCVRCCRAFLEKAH
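Material: LMPTP-A; amount: 0.625 nM enzyme; doses: single 20 µM dose; times: reaction 50 min, room temperature, dark; technique: fluorescence intensity of OMFP turnover product; benchmarks: no-enzyme and uninhibited controls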
DNMT1 block = inhibitors of human DNMT1. AID 588458. DNMT1 molecular beacon, Hinp1I cleavage, fluorescence. P26358. inhibition (reported as % activation of signal), % at 10 µM. 0.83% of 360,000 active; in the data active = inhibition above about 50%
MsrA act = activators of bovine methionine sulfoxide reductase A | 0.3% of 360,000 active | purified bovine MsrA, absorbance read-out | AID 602163 | activation, % at 10.6 µM; in the data active = activation above about 7.5%;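 note: 0% = vehicle and 100% = reference activator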
SUMO1-SIM PPI = alters human SUMO1 binding to SIM partners. P63165. SUMO1 binding to a labelled peptide, TR-FRET, 1 h. inhibition, % at 20 µM. 0.33% of 360,000 active. AID 602429; in the data active = inhibition above about 37%
Target sequence (P63165 whole entry, looked up): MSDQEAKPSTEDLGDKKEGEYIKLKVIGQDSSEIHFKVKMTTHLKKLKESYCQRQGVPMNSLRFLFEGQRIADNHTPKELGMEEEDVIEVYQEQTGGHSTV
CendR NRP1 mod = NRP-1/CendR interaction modulation; FAM-RPARPAR peptide binding to NRP-1, fluorescence polarization; inhibition, % at 25 µM; 0.85% of 360,000 active; O14786;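 active = inhibition or corrected inhibition above about 18%, plus a signal ratio from 0.5 to 1.5, limit read from the data, passing the limit was not always enough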; note: strong numbers were not always called active
* hit, by the source's call; . = not tested or not shown.

| CendR NRP1 mod | DNMT1 block | LMPTP block | MsrA act | SUMO1-SIM PPI | STEP inh | eLon inh | MsrA inh | Tb MetRS inh | Scp1 inh | molecule |
| --- | --- | --- | --- | --- | --- | --- | --- | --- | --- | --- |
| 16 | 1 | -1.8 | -4 | 2 | 0 | 2 | 0.6 | 0.0 | -5 | Cc1ccc(SCCOCCN2CC(C)OC(C)C2)cc1 (centres undefined) |
| -7 | 0 | -4.1 | -1 | -1 | -1 | 9 | 0.3 | -0.2 | . | CC1=C(C(=O)N(C)C)CC(CC(=O)NCCN2CCOCC2)C(=O)N1CCC1=CCCCC1 (centres undefined) |
| 6 | 1 | 0.0 | -2 | -7 | 2 | -3 | 0.1 | 0.8 | -6 | CC(=O)c1c(C)[nH]c(C(=O)Nc2ccc(C)cn2)c1C |
| 0 | 0 | 3.2 | -3 | 3 | 1 | 1 | 0.5 | 0.1 | -6 | Cn1ncc2c(NCc3ccccc3)nc(NCCCO)nc21 |
| -3 | -1 | -0.8 | -3 | -1 | -1 | 4 | 0.7 | 0.1 | -4 | Nc1cc(N)nc(SCC(=O)NCC2CCCO2)n1 (centres undefined) |
| 10 | -5 | 1.2 | -1 | 8 | -3 | -6 | 0.1 | -0.2 | 1 | COc1ccccc1NC(=O)Nc1nc(CC(=O)Nc2ccc(F)cc2)cs1 |
| 8 | -10 | -1.4 | -2 | -29 | 1 | -9 | 0.5 | 0.5 | -3 | CC(=O)N1CCN(c2ccc(NC(=O)c3cccc([N+](=O)[O-])c3)cc2)CC1 |
| 1 | 2 | 0.5 | -5 | -20 | 2 | -13 | 0.6 | 0.1 | 0 | CCOC(=O)N1CCN(c2ccc(F)cc2[N+](=O)[O-])CC1 |
| 0 | 1 | -1.3 | -9 | -4 | 0 | -7 | 0.4 | -0.8 | 2 | Cc1ccc(C(=O)N(Cc2cccs2)C2CCS(=O)(=O)C2)cc1 (centres undefined) |
| -3 | 9 | 1.0 | 0 | -4 | -2 | -1 | 0.9 | 50* | -10 | COc1ccc(NC(=O)CC2C(=O)N(C)C(=S)N2CCc2ccc(F)cc2)cc1 (centres undefined) |
| -10 | -5 | -0.3 | -4 | 11 | 6 | 6 | 0.1 | -0.4 | -15 | CC1(C)Cc2c(c(N3CCOCC3)nc3sc4c(NCCN5CCOCC5)nnnc4c23)CS1 |
| -7 | 20 | -0.5 | -10 | -2 | 1 | -2 | 0.2 | -0.4 | -8 | CN(C)S(=O)(=O)Oc1ccsc1C(=O)Nc1ccccc1Cl |
| 13 | 0 | -1.5 | -1 | 2 | 21 | -11 | 0.4 | 0.2 | -7 | O=C(CN(Cc1ccc(F)cc1)C(=O)c1csnn1)NCc1ccccc1 |
| 8 | -4 | -0.1 | -6 | 0 | -1 | -1 | -0.3 | -0.6 | 1 | COc1ccc(Cl)cc1NC(=O)C1CCN(C(=O)C2CC(=O)N(c3ccc(C)cc3)C2)CC1 (centres undefined) |
| 7 | 4 | -0.3 | -2 | -22 | 2 | -6 | 0.4 | 0.4 | -1 | O=C1c2ccccc2C(=O)N1COc1ccc(S(=O)(=O)N2CCOCC2)cc1[N+](=O)[O-] |
| -10 | 2 | -0.8 | -2 | 0 | 0 | -3 | -0.9 | -0.3 | -5 | Cc1cc(Cl)ccc1NC(=S)NCc1ccc(F)cc1 |
| 9 | 0 | -1.2 | 2 | -3 | -2 | 1 | -0.2 | -0.1 | -13 | Cc1cc(C(=O)OCC(=O)N2CCc3ccccc32)c(C)o1 |
| -12 | -4 | -0.6 | -3 | 7 | -1 | -8 | 1.7 | -0.3 | -8 | COc1ccc(-n2c(=O)cc(N3CCc4ccccc43)[nH]c2=O)cc1 |
| -3 | 4 | 2.1 | -1 | 5 | 3 | -1 | 0.0 | 0.0 | -5 | CC(=O)N1CCC(C(=O)OCc2ccc(Cl)cc2)(c2ccccc2)CC1 |
| -2 | 0 | 0.9 | 3 | -11 | -1 | 1 | 1.4 | -0.6 | -15 | Cc1ccc2cccc(SCC(=O)Nc3ccc(F)cc3)c2n1 |
| -10 | 3 | -0.6 | 1 | -2 | 1 | -4 | 1.3 | -0.3 | -5 | O=C(CN1C(=O)NC2(CCc3ccccc32)C1=O)c1cccs1 (centres undefined) |
| -12 | -41 | 3.3 | -2 | -3 | 1 | -4 | 1.2 | 0.2 | -2 | CCCC(=O)Nc1nc(C)c(-c2csc(Nc3cc(OC)ccc3OC)n2)s1 |
| -2 | 0 | 0.1 | -5 | 4 | 1 | -10 | 1.2 | -0.1 | -7 | O=S(=O)(NCCS(=O)(=O)N1CCN(c2ccccc2)CC1)c1ccc(F)cc1 |
| 12 | -3 | -0.6 | -2 | -4 | -2 | 2 | -0.2 | -0.3 | -9 | CCOC(=O)Nc1ccc(NS(=O)(=O)c2ccc(C)cc2)cc1 |
| -24 | -1 | -0.1 | -6 | 22 | 2 | -3 | 2.4 | -0.8 | -11 | O=C(Nc1scc(-c2cccs2)c1C(=O)O)c1cccs1 |
| 28* | 20 | 1.4 | -5 | -16 | 0 | 13 | 2.0 | -0.6 | -10 | COc1ccc(C(=S)N2CCOCC2)cc1OC(=O)c1cc([N+](=O)[O-])c(C)c([N+](=O)[O-])c1 |
| -6 | 3 | -0.6 | -6 | -1 | -1 | -7 | 0.6 | -1.5 | . | C[C@@H]1CN([C@H](C)CO)C(=O)CCCn2nncc2CO[C@H]1CN(C)S(=O)(=O)c1cccc(C#N)c1 |
| 17 | -1 | 3.3 | -3 | 10 | 2 | 6 | 0.9 | -0.6 | -2 | CCOC(=O)N1CCN(Cc2nc3cc(NC(=O)c4cccs4)ccc3n2C)CC1 |
| -1 | 2 | 0.0 | -2 | 1 | -2 | -14 | 0.6 | -0.7 | -7 | CCOC(=O)c1c(C)[nH]c(C(=O)COC(=O)CNC(=O)c2ccc(Cl)cc2)c1C |
| 0 | 5 | -0.9 | -7 | 2 | 0 | -7 | 0.9 | -1.0 | -8 | CCN(CC(O)COCc1ccc(Cl)cc1)C1CCCCC1 (centres undefined) |
| -10 | 0 | -2.5 | -3 | -2 | 0 | -5 | 1.3 | 0.2 | -13 | COc1cccc(NC(=O)CSc2nc3c(c(=O)n2C)SC(C)C3)c1 (centres undefined) |
| 6 | 4 | -1.0 | -2 | 0 | -1 | 10 | 0.7 | -0.8 | 4 | CCc1ccccc1N(C(=O)c1ccco1)C(C(=O)NC1CCCC1)c1cccnc1 (centres undefined) |
| 3 | -2 | 2.6 | -2 | -25 | -2 | 4 | 1.0 | 0.7 | -7 | Cc1ccc(OCc2ccccc2Br)c([N+](=O)[O-])n1 |
| -7 | 2 | -2.1 | 2 | 2 | 4 | 3 | -0.9 | -0.1 | -2 | COCCCn1c(SCC(=O)Nc2cccc(C(=O)OC)c2)nnc1-c1ccncc1 |
| -2 | -1 | -3.5 | -2 | 7 | -2 | -1 | -2.0 | -0.8 | . | COc1cccc(S(=O)(=O)N(C)C[C@@H]2OCc3cnnn3CCCC(=O)N([C@H](C)CO)C[C@H]2C)c1 |
| -8 | 7 | -0.8 | -4 | 2 | 1 | -9 | 0.5 | -0.2 | . | CCCS(=O)(=O)NC(=O)C1(C)CCN(C(=O)c2ccnc(Cl)c2)C1 (centres undefined) |
| 2 | -2 | 1.3 | -1 | -1 | 4 | -17 | 0.3 | -1.2 | -13 | CCOc1ccccc1NC(=O)C(=O)CC(=O)c1cccc(OC)c1 |
| 10 | 1 | -2.5 | -5 | 3 | 0 | 1 | -0.6 | -0.8 | -4 | COc1cc(CN2CCN(C(=O)c3cccc4ccccc34)CC2)cc(OC)c1OC |
| 9 | 8 | 2.5 | -2 | 4 | 0 | -2 | 0.0 | -0.6 | -5 | COc1ccccc1Sc1nc(-c2ccccc2)ncc1OC |
| -6 | 0 | -0.9 | 4 | -3 | 4 | 3 | -0.9 | -0.5 | -9 | C=CCNC(=O)c1csc(-c2ccccc2)n1 |
| -7 | -2 | 1.0 | -1 | 7 | -1 | 0 | 0.4 | -1.0 | -12 | Cc1cc(C)c(S(=O)(=O)NCc2ccc3c(c2)OCO3)c(C)c1 |
| 12 | 1 | 1.4 | 0 | 5 | 0 | -1 | -0.2 | -0.1 | -13 | O=C(CSc1ccc(Cl)cc1)N1N=CCC1c1ccccc1 (centres undefined) |
| -6 | -16 | 0.3 | -3 | 5 | 2 | -11 | -1.0 | -0.1 | -1 | Cc1cc(NC(=O)c2ccc(S(=O)(=O)N3CCc4ccccc43)cc2)no1 |
| -6 | -2 | -0.5 | -1 | -36 | -1 | 3 | 0.9 | -0.3 | -3 | COc1ccc(NC(=O)CSc2ccc([N+](=O)[O-])cc2)cc1S(=O)(=O)N1CCOCC1 |
| 1 | 0 | -2.1 | -3 | 3 | 2 | 5 | -0.3 | -0.2 | -7 | Cc1ccc(S(=O)(=O)N2CCN(CC3CC4C=CC3C4)CC2)cc1 (centres undefined) |
| -2 | -3 | -3.7 | 2 | -4 | 1 | -2 | -0.3 | -0.5 | -2 | COc1cc(CNCCN(C)C)c(Br)cc1OC1CCCC1 |
| -5 | -6 | 0.0 | 1 | -9 | 0 | 1 | -0.2 | -0.3 | 2 | CC(C)(C)c1cc(C(=O)N/N=C/c2ccc(F)cc2)n(-c2ccccc2)n1 |
| 8 | 1 | -0.4 | 4 | 1 | 0 | 2 | 0.6 | -0.9 | -10 | CCn1ncc(Br)c1C(=O)Nc1cccc(F)c1 |
| -24 | 2 | 1.0 | -14 | 16 | 2 | -34 | 1.5 | -1.4 | -8 | COc1ccc(/C=C/C(=O)C2C(=O)C=C(C)OC2=O)cc1O (centres undefined) |
| -8 | 3 | -0.7 | -3 | -2 | -3 | 5 | 0.2 | -0.9 | -11 | Cc1cc(=O)[nH]c(CN2CCC(c3ccccc3)CC2)n1 |
| -13 | -1 | -0.7 | -1 | 3 | -3 | -5 | -0.3 | 0.3 | -10 | O=C(NCC1CCCO1)c1ccc(COc2ccccc2)cc1 (centres undefined) |
| -2 | 11 | -1.2 | 0 | -13 | -3 | 0 | -0.8 | -0.6 | -2 | COc1ccccc1C(C)NC(=O)c1ccccc1SCC(=O)N1CCCC1 (centres undefined) |

Quoted at random: five entries already listed.
| CendR NRP1 mod | DNMT1 block | LMPTP block | MsrA act | SUMO1-SIM PPI | STEP inh | eLon inh | MsrA inh | Tb MetRS inh | Scp1 inh | molecule |
| --- | --- | --- | --- | --- | --- | --- | --- | --- | --- | --- |
| -2 | -3 | -3.7 | 2 | -4 | 1 | -2 | -0.3 | -0.5 | -2 | COc1cc(CNCCN(C)C)c(Br)cc1OC1CCCC1 |
| -8 | 3 | -0.7 | -3 | -2 | -3 | 5 | 0.2 | -0.9 | -11 | Cc1cc(=O)[nH]c(CN2CCC(c3ccccc3)CC2)n1 |
| -13 | -1 | -0.7 | -1 | 3 | -3 | -5 | -0.3 | 0.3 | -10 | O=C(NCC1CCCO1)c1ccc(COc2ccccc2)cc1 (centres undefined) |
| 8 | 1 | -0.4 | 4 | 1 | 0 | 2 | 0.6 | -0.9 | -10 | CCn1ncc(Br)c1C(=O)Nc1cccc(F)c1 |
| -2 | 11 | -1.2 | 0 | -13 | -3 | 0 | -0.8 | -0.6 | -2 | COc1ccccc1C(C)NC(=O)c1ccccc1SCC(=O)N1CCCC1 (centres undefined) |

Screening results (PubChem)

Hits appear at their usual frequency; 4.3% or so of the library scored in one or more.
